H1N1 NS1A inhibition – H1N1 influenza NS1A inhibitors, functional cell based assay (AID 504329); NS1A functional cell-based assay, percent inhibition; higher % means a stronger effect; inhibition, % at 12.5 µM, or IC50 in µM where a hit was titrated; actives 0.3% (n = 340,000); in the data active = a potency from the dose series; inconclusive = inhibition above about 27% without an active follow-up result; also: strong numbers were not always called active
PhoP GFP inhibition – PhoP regulon inhibitors, Salmonella typhi PhoP promoter GFP reporter, confirmatory (AID 1850); inhibition, % at 50 µM, or IC50 in µM where a hit was titrated; actives 0.33% (n = 310,000); Salmonella Typhi PhoP-promoter GFP reporter, fluorescence, 4 h; higher % means a stronger effect; in the data active = a potency from the dose series; inconclusive = inhibition mostly from about 25% at the one dose, without a potency; inactive = the rest, 99 in 100 with inhibition below about 19%;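 also: 0% = induced wells with vehicle and 100% = uninduced wells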
tuberculosis growth – growth inhibition of non-replicating M. tuberculosis (AID 488890). inhibition, % at 25 µM; hits with a dose series show IC50 in µM. actives 0.39% (n = 320,000). Mycobacterium tuberculosis non-replicating, growth inhibition; higher % means a stronger effect; in the data active = a potency from the dose series; inconclusive = inhibition mostly from about 82% at the one dose, without a potency; inactive = the rest, 99 in 100 with inhibition below about 76%;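 also: plate controls were DMSO cells for no effect and high antibiotic wells for full effect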
inhibitors of VEEV – inhibitors of VEEV TC-83 cytopathic effect, confirmation, Vero cells (AID 588727); actives 0.13% (n = 350,000); Vero cells, VEEV TC-83 cytopathic effect inhibition; higher % means a stronger effect; inhibition, % at 20 µM; hits with a dose series show IC50 in µM; in the data active = a potency from the dose series; inconclusive = inhibition mostly from about 14% at the one dose, without a potency; inactive = the rest, 99 in 100 with inhibition below about 12%; also: strong numbers were not always called active
M. tuberculosis HTS – M. tuberculosis growth inhibition, HTS (AID 449762); M. tuberculosis H37Rv growth inhibition, 7H9 media; higher % means a stronger effect; inhibition, % at 25 µM; hits with a dose series show IC50 in µM; actives 0.59% (n = 330,000); in the data active = a potency from the dose series; inconclusive = inhibition above about 70% without an active follow-up result;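 also: bacterial growth assessed after seven days of incubation; strong numbers were not always called active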
inhibitors of VEEV 10K pilot screen – recorded beside inhibitors of VEEV, whose call it bears; inhibition, %; measured here: 10K pilot screen inhibition
Starred values were filed as active, the others as inactive.

`COc1ccc(C(=O)c2nc3c(n2O)CCCC3)cc1OC` gave H1N1 NS1A inhibition 6%, PhoP GFP inhibition -11%, tuberculosis growth 0%, inhibitors of VEEV 1.1% and M. tuberculosis HTS -8%.
O=S(=O)(Nc1ccc(S(=O)(=O)Nc2ccccc2)cc1)c1ccccc1 was read as H1N1 NS1A inhibition -9%, PhoP GFP inhibition -10%, tuberculosis growth 12%, inhibitors of VEEV 2.4% and M. tuberculosis HTS 30%.
`Cc1noc(C(=O)NCc2ccc(F)cc2)c1Cl` gave H1N1 NS1A inhibition 10%, PhoP GFP inhibition -9%, inhibitors of VEEV 0.3% and M. tuberculosis HTS 4%.
Screening Cc1ccc(-c2nnc(N3CCOCC3)c3ccccc23)cc1S(N)(=O)=O returned H1N1 NS1A inhibition -3%, PhoP GFP inhibition -5%, tuberculosis growth -3%, inhibitors of VEEV 0.5% and M. tuberculosis HTS 2%.
Screening N#CC1=C2Nc3ccccc3N2C(=O)NC1(c1ccccc1)C(F)(F)F (stereo unspecified) returned H1N1 NS1A inhibition -10%, PhoP GFP inhibition 0%, tuberculosis growth -8%, inhibitors of VEEV 0.8% and M. tuberculosis HTS 1%.
`O=C(COC(=O)c1cc(S(=O)(=O)N2CCCCC2)ccc1N1CCOCC1)c1ccccc1` gave H1N1 NS1A inhibition 12%, PhoP GFP inhibition -3%, tuberculosis growth 12%, inhibitors of VEEV inactive and M. tuberculosis HTS -11%.
CCN(CC)CCOC(c1ccccc1)c1ccc(C)cc1 (stereo unspecified) was read as H1N1 NS1A inhibition -2%, PhoP GFP inhibition -6%, tuberculosis growth 19%, inhibitors of VEEV 0.7% and M. tuberculosis HTS 9%.
For NC(=O)c1ccc[n+](CCC[n+]2cccc(C(N)=O)c2)c1 the results were H1N1 NS1A inhibition -8%, PhoP GFP inhibition 10%, tuberculosis growth -3%, inhibitors of VEEV 0.6% and M. tuberculosis HTS -4%.
Screening O=C(Nc1ccccc1C(=O)O)c1cccc(S(=O)(=O)Nc2ccc(Br)cc2)c1 returned H1N1 NS1A inhibition -3%, PhoP GFP inhibition 5%, tuberculosis growth -4%, inhibitors of VEEV inactive and M. tuberculosis HTS -2%.
For O=C(Nc1nnc(-c2ccccc2)o1)Nc1ccccc1Cl the results were H1N1 NS1A inhibition 5%, PhoP GFP inhibition -1%, tuberculosis growth -12%, inhibitors of VEEV 0.8% and M. tuberculosis HTS -2%.
`O=C(NNc1nc(-c2ccccc2)cs1)c1ccccc1` gave H1N1 NS1A inhibition -2%, PhoP GFP inhibition 6%, tuberculosis growth 9%, inhibitors of VEEV 4.9% and M. tuberculosis HTS 7.6µM*.
Screening Cc1ccc(C2C(N)C(=O)N2c2ccc(C)cc2)cc1 (stereo unspecified) returned H1N1 NS1A inhibition -21%, PhoP GFP inhibition -4%, tuberculosis growth 13%, inhibitors of VEEV 0.5% and M. tuberculosis HTS -4%.
`CSc1ccc(S(=O)(=O)NCC(=O)OCC(=O)N(C)C2CCCCC2)cc1[N+](=O)[O-]` gave H1N1 NS1A inhibition 9%, PhoP GFP inhibition -4%, tuberculosis growth 11%, inhibitors of VEEV 1.8% and M. tuberculosis HTS 4%.
O=C(NCCC(=O)N1CCC2(CC1)NCCc1[nH]cnc12)c1cccc(Br)c1 was read as H1N1 NS1A inhibition -2%, PhoP GFP inhibition 12%, tuberculosis growth -12%, inhibitors of VEEV 2.1% and M. tuberculosis HTS 1%.
COc1ccc(Cl)cc1N(CC(=O)NC1CC1)S(=O)(=O)c1ccc(C)c([N+](=O)[O-])c1 was read as H1N1 NS1A inhibition -5%, PhoP GFP inhibition -10%, tuberculosis growth -1%, inhibitors of VEEV 1.3% and M. tuberculosis HTS -1%.
Screening CCOC(=O)N1CCN(C(=O)CCc2c(C)nc3c(c(C)nn3-c3ccc(C)c(C)c3)c2C)CC1 returned H1N1 NS1A inhibition 9%, PhoP GFP inhibition -1%, tuberculosis growth 2%, inhibitors of VEEV inactive and M. tuberculosis HTS 2%.
`CC(SCc1cc(=O)n2c([nH]c3ccccc32)c1C#N)C(=O)O` (stereo unspecified) gave H1N1 NS1A inhibition -3%, PhoP GFP inhibition 5%, tuberculosis growth -12%, inhibitors of VEEV 1.4% and M. tuberculosis HTS 4%.
`Cc1nc(S(=O)(=O)Cc2ccccc2Cl)nc2c1CCC2` gave H1N1 NS1A inhibition 1%, PhoP GFP inhibition 5%, tuberculosis growth -7%, inhibitors of VEEV 0.9%, M. tuberculosis HTS -7% and inhibitors of VEEV 10K pilot screen 0.0.
Screening CC(=O)C1CCC2C3CCC4=CC(=O)C=CC4(C)C3CCC12C (stereo unspecified) returned H1N1 NS1A inhibition -8% and inhibitors of VEEV 3.1%.
COc1ccc(-c2nn(CCC#N)cc2C(=O)Nc2ccccc2Br)cc1[N+](=O)[O-] was read as H1N1 NS1A inhibition -13%, PhoP GFP inhibition 9%, tuberculosis growth 10%, inhibitors of VEEV 2.5% and M. tuberculosis HTS -16%.
For O=C(Nc1cccc(F)c1)c1sc(Cl)nc1-c1ccccc1 the results were H1N1 NS1A inhibition 3%, PhoP GFP inhibition -8%, tuberculosis growth -2%, inhibitors of VEEV 1.6% and M. tuberculosis HTS 2%.
For COc1ccc(/C=C(\C#N)C(=O)OCC(=O)N(C)C2CCS(=O)(=O)C2)cc1 (stereo unspecified) the results were H1N1 NS1A inhibition 4%, PhoP GFP inhibition 2%, tuberculosis growth -6%, inhibitors of VEEV inactive and M. tuberculosis HTS 4%.
`CC1(C)C2CC=C(CN3CCC(O)CC3)C1C2` (stereo unspecified) gave H1N1 NS1A inhibition 5%, PhoP GFP inhibition -3%, tuberculosis growth 3%, inhibitors of VEEV 1.4% and M. tuberculosis HTS -10%.
CC(C)(C)c1ccc(Cn2nnc3c(=O)[nH]c(C4CCCN(C(=O)Cc5cccs5)C4)nc32)cc1 (stereo unspecified) was read as H1N1 NS1A inhibition 2%, PhoP GFP inhibition -6%, tuberculosis growth 59%, inhibitors of VEEV inactive and M. tuberculosis HTS 35µM*.
`Cc1cccc(NC(=O)CSc2cc(C)c(C#N)c3nc4ccccc4n23)c1` gave H1N1 NS1A inhibition 7%, PhoP GFP inhibition 8%, tuberculosis growth 0%, inhibitors of VEEV 36% and M. tuberculosis HTS -1%.
Screening Cc1ccc(SCCC(=O)NC2CC2)cc1 returned H1N1 NS1A inhibition 4%, PhoP GFP inhibition 5%, tuberculosis growth 9%, inhibitors of VEEV 5.4% and M. tuberculosis HTS 0%.
Screening CC1(C(=O)N2CC3(CC(c4ccccc4)=NO3)C[C@H]2C(=O)NCC(N)=O)CC1 (stereo partly specified) returned H1N1 NS1A inhibition 8%, PhoP GFP inhibition -12%, tuberculosis growth -4%, inhibitors of VEEV 0.7% and M. tuberculosis HTS 0%.
For Cn1nc(C(F)(F)F)c(-c2ccccc2)c1NC(=O)c1ccco1 the results were H1N1 NS1A inhibition 1%, PhoP GFP inhibition -10%, tuberculosis growth -6%, inhibitors of VEEV 1.3% and M. tuberculosis HTS 1%.
Screening CCOC(=O)C1CCN(C(=O)c2cc3c(s2)-c2ccccc2OC3)CC1 returned H1N1 NS1A inhibition -1%, PhoP GFP inhibition 2%, tuberculosis growth 59%, inhibitors of VEEV 1.0% and M. tuberculosis HTS -2%.
`O=C(COC(=O)c1cc[n+]([O-])cc1)Nc1ccc(F)c([N+](=O)[O-])c1` gave H1N1 NS1A inhibition 3%, PhoP GFP inhibition -5%, tuberculosis growth 6%, inhibitors of VEEV 0.5% and M. tuberculosis HTS 0%.
O=C1CC(N2CCN(Cc3ccccc3)CC2)C(=O)N1 (stereo unspecified) was read as H1N1 NS1A inhibition 4%, PhoP GFP inhibition -6%, tuberculosis growth 29%, inhibitors of VEEV 0.0% and M. tuberculosis HTS -3%.
Screening O=C(Nc1ccc(-c2cnco2)cc1)c1ccc(Cl)cc1 returned PhoP GFP inhibition 9%, tuberculosis growth 0%, inhibitors of VEEV 0.5% and M. tuberculosis HTS -9%.
COc1ccc(S(=O)(=O)Nc2nnc(Cc3ccc(OC)c(OC)c3)s2)cc1 was read as H1N1 NS1A inhibition -5%, PhoP GFP inhibition 1%, tuberculosis growth 10%, inhibitors of VEEV 2.4% and M. tuberculosis HTS -1%.
For Nc1nonc1-n1nnc(C(=O)N/N=C/c2ccoc2)c1-c1ccccc1 the results were H1N1 NS1A inhibition 7%, PhoP GFP inhibition 0%, tuberculosis growth 8%, inhibitors of VEEV 0.3% and M. tuberculosis HTS 0%.
`Cc1ccnc(NS(=O)(=O)c2cccc([N+](=O)[O-])c2)c1` gave H1N1 NS1A inhibition 10%, PhoP GFP inhibition -2%, tuberculosis growth 2%, inhibitors of VEEV 1.3% and M. tuberculosis HTS -4%.
Screening O=C(CSc1nnc(CNC(=O)c2c(F)cccc2F)o1)NCc1ccco1 returned H1N1 NS1A inhibition 24%, PhoP GFP inhibition 1%, tuberculosis growth 21%, inhibitors of VEEV 0.7% and M. tuberculosis HTS -6%.
Screening CC(=S)/C=C1\Sc2ccccc2N1C returned H1N1 NS1A inhibition 5%, PhoP GFP inhibition 4%, tuberculosis growth 75%, inhibitors of VEEV 0.4% and M. tuberculosis HTS -6%.
O=C(O)c1ccc(N2C(=O)C3C4c5ccccc5C(Br)(c5ccccc54)C3C2=O)cc1 (stereo unspecified) was read as H1N1 NS1A inhibition 3%, PhoP GFP inhibition 6%, tuberculosis growth 5%, inhibitors of VEEV inactive and M. tuberculosis HTS 13%.
For CC1OC(c2ccccc2)OC2COC(c3ccccc3)OC12 (stereo unspecified) the results were H1N1 NS1A inhibition 6% and inhibitors of VEEV 1.9%.
Screening CN(Cc1ccccc1)C(=O)Cn1c(=O)c2cccn2c2cccnc21 returned H1N1 NS1A inhibition 4%, PhoP GFP inhibition -1%, tuberculosis growth 7%, inhibitors of VEEV 13% and M. tuberculosis HTS 3%.
For Cn1cccc1/C=C1\SC(=O)N(c2ccccc2)C1=O the results were H1N1 NS1A inhibition -4%, PhoP GFP inhibition -3%, tuberculosis growth -17%, inhibitors of VEEV 1.8% and M. tuberculosis HTS -9%.
`COc1cccc(/C=C/C(=O)OCC(=O)N2c3ccccc3CC2C)c1OC` (stereo unspecified) gave H1N1 NS1A inhibition -8% and inhibitors of VEEV 8.5%.
O=C(NC1CCN(Cc2ccccc2)CC1)C(NS(=O)(=O)c1cccc2nsnc12)c1ccccc1 (stereo unspecified) was read as H1N1 NS1A inhibition 4%, PhoP GFP inhibition -8%, tuberculosis growth 21%, inhibitors of VEEV 0.1% and M. tuberculosis HTS 1%.
COc1ccc(-c2cn(CCN)c(-c3ccncc3)n2)cc1 was read as H1N1 NS1A inhibition 1%, PhoP GFP inhibition -13%, tuberculosis growth -5%, inhibitors of VEEV 0.3% and M. tuberculosis HTS 5%.
For C=C(C)c1cccc(C(C)(C)NC(=O)N2CC(C)OC(C)C2)c1 (stereo unspecified) the results were H1N1 NS1A inhibition 5%, PhoP GFP inhibition -4%, tuberculosis growth 3%, inhibitors of VEEV 0.3% and M. tuberculosis HTS -5%.
`CN1C(C(=O)NCc2cccc(Br)c2)CC2Cn3c(nc4cc5ccccc5cc43)C21` (stereo unspecified) gave H1N1 NS1A inhibition -1%, PhoP GFP inhibition 2%, tuberculosis growth 20%, inhibitors of VEEV 0.8% and M. tuberculosis HTS 11%.
ON=C1c2cc(OCCN3CCCCC3)ccc2-c2ccc(OCCN3CCCCC3)cc21 was read as H1N1 NS1A inhibition 11%, PhoP GFP inhibition 19%, tuberculosis growth inconclusive, inhibitors of VEEV 6.3% and M. tuberculosis HTS 8%.

Sorted by SMILES length (lowest first): part of the list above.
For Cn1cccc1/C=C1\SC(=O)N(c2ccccc2)C1=O the results were H1N1 NS1A inhibition -4%, PhoP GFP inhibition -3%, tuberculosis growth -17%, inhibitors of VEEV 1.8% and M. tuberculosis HTS -9%.
COc1ccc(-c2cn(CCN)c(-c3ccncc3)n2)cc1 was read as H1N1 NS1A inhibition 1%, PhoP GFP inhibition -13%, tuberculosis growth -5%, inhibitors of VEEV 0.3% and M. tuberculosis HTS 5%.
For C=C(C)c1cccc(C(C)(C)NC(=O)N2CC(C)OC(C)C2)c1 (stereo unspecified) the results were H1N1 NS1A inhibition 5%, PhoP GFP inhibition -4%, tuberculosis growth 3%, inhibitors of VEEV 0.3% and M. tuberculosis HTS -5%.
`COc1cccc(/C=C/C(=O)OCC(=O)N2c3ccccc3CC2C)c1OC` (stereo unspecified) gave H1N1 NS1A inhibition -8% and inhibitors of VEEV 8.5%.

High-throughput results deposited in PubChem by Southern Research Specialized Biocontainment Screening Center.
